IDE act: IDE (human) activation, cell-based | HEK cells, FAbeta-B cleavage, fluorescence polarization; 0% vehicle, 100% cell-free pure enzyme wells | activation, % at 5.96 µM | 340,000 compounds, 0.073% hits;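 active = activation above the mean of all tested compounds plus 3 SD, set per screening campaign, cut at about 17% in these data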
PHOSPHO1 inh: inhibitors of human PHOSPHO1 phosphatase; recombinant PHOSPHO1, absorbance phosphatase assay; inhibition, % at 13.3 µM; Q8TCT1; 290,000 compounds, 1.1% hits; AID 1565; in the data active = inhibition above about 60%
Target sequence (Q8TCT1 whole entry, looked up): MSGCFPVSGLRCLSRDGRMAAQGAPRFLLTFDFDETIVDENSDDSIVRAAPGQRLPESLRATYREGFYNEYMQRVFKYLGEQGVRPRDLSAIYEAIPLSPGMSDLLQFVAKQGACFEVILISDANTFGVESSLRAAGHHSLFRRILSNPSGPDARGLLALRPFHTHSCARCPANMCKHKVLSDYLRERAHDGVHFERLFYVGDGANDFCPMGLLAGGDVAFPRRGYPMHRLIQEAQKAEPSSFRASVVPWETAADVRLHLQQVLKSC
CRFR2-BP antag: antagonists of CRF-binding protein/CRF-R2 receptor complex. HEK293 CRF-R2/CRF-BP, CRF-induced calcium fluorescence. inhibition, % at 11.8 µM. 350,000 compounds, 0.59% hits. AID 588475;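 active = inhibition of the ligand-induced calcium signal above about 50% at the single tested concentration, limit read from the data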
CRFR2-BP ag: CRF-BP/CRF-R2 complex agonism; HEK293 CRF-R2/CRF-BP, calcium dye fluorescence (FLIPR); percent of saturating CRF peptide response; activation, % at 13.2 µM; 350,000 compounds, 0.46% hits;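 active = activation of at least 50%, plus an integration ratio under a set limit after plate pattern correction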;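 note: plate controls were neutral control wells without compound for no effect and CRF at EC100 for full effect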
MEKK3 PB1 HTS: MEKK3-MEK5 PB1 interaction, increase or decrease; bead-based flow cytometry, Alexa488-MEK5 binding to MEKK3; actives lie on both sides; 0 = blocked by unlabeled MEK5, 100 = vehicle; Q99759; binding response (% of control), % at 10 µM; 290,000 compounds, 1.4% hits;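 active = binding response more than 3 SD above or below the average of its plate-row segment, actives on both sides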;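 note: Alexa488 bead fluorescence after subtracting the streptavidin-only scavenger bead signal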
Target sequence (Q99759 whole entry, looked up): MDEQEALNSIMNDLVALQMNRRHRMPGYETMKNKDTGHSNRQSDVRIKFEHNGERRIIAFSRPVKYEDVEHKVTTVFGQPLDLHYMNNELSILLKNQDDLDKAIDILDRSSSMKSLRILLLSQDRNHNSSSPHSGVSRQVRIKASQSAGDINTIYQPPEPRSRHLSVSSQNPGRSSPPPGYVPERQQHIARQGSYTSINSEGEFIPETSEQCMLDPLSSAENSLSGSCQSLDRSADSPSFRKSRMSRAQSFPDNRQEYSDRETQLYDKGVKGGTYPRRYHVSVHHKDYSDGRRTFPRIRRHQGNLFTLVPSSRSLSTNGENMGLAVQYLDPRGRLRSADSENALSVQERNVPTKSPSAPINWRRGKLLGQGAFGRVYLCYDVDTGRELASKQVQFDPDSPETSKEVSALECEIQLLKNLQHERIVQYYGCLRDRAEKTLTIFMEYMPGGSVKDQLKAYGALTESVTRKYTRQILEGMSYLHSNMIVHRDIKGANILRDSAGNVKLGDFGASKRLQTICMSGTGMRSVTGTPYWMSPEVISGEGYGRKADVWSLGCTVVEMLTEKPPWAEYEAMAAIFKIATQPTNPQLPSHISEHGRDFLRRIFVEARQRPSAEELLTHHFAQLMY
GalR3 antag: antagonists of human GalR3. O60755. HEK293 GalR3-CNG cAMP membrane potential fluorescence; galR3 body fused to GalR1 C-terminus. inhibition, % at 3 µM. 360,000 compounds, 0.44% hits. AID 651719;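 active = inhibition above the screen-wide average plus 3 SD, cut at about 13% in these data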;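 note: forskolin and galanin both at EC90 stimulate the cells; cAMP rise reported by CNG channel membrane potential dye signal; 0% = forskolin plus galanin with DMSO and 100% = forskolin alone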
IDE inh: inhibits human insulin-degrading enzyme in HEK cells. P14735. FAbetaB cleavage, fluorescence polarization. inhibition, % at 5.59 µM. 320,000 compounds, 0.41% hits;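 active = percent inhibition above the average of all tested compounds plus 3 SD, set per screening campaign, cut at about 16% in these data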;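 note: IDE supplied by intact live HEK cells; FP after avidin binding of uncleaved biotin substrate so inhibition keeps polarization high; 0% = DMSO wells and 100% = 60 µM reference IDE inhibitor Ii1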
pCIP destab: lowers stability of the mouse p/CIP coactivator protein. Q05BA5. decrease of EGFP signal, % at 10 µM. F442A p/CIP-EGFP cells, EGFP fluorescence, 16 h. 290,000 compounds, 0.01% hits;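 active = EGFP signal decrease of at least 30% at 10 µM or well 3 SD below plate mean, unless failing retest; inactive = the rest, including hits failing retest or dose response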; note: some compounds called inactive have numbers as strong as hits; many of its hits are not listed in these tables
M4 PAM: potentiates acetylcholine response at human M4 receptor | CHO-K1 hM4/Gqi5, Fluo-8 calcium fluorescence, ACh EC20; 0% = ACh EC20, 100% = maximal ACh | activation, % at 3 µM | P08173 | 360,000 compounds, 0.4% hits | AID 624126;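 active = activation above its plate's cutoff, the mean activation of sample wells plus 3 SD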; note: some results filed as inactive read as strong as hits
An asterisk follows results filed as active; · = not tested or not shown.

1	CCn1ccc(C(=O)Oc2ccc(Cl)cc2)n1
2	CC(C)n1nnnc1SCC(=O)N1CCN(Cc2ccc3c(c2)OCCO3)CC1
3	CCC(=NCCc1ccc(OC)c(OC)c1)C1=C(O)CC(C)(C)CC1=O
4	N#Cc1c(/N=C/c2ccc(-c3ccccc3C(=O)O)o2)sc2c1CCCC2
5	CCOc1ccc(CNC(=O)c2ccc(Sc3ccc(C)cc3)c(NC(C)=O)c2)cc1OC
6	Cc1ccc2c(C(=O)N3CCN(c4ccccc4)CC3)cc(-c3cccnc3)nc2c1C
7	COC(=O)CC1Sc2ccccc2NC1=O (stereo unspecified)
8	COc1ccc(C(=O)CCN2CCN(c3ccc(OC)cc3)CC2)cc1
entry no.	1	2	3	4	5	6	7	8
IDE act	7	2	-3	1	4	3	4	-2
PHOSPHO1 inh	58	·	23	-3	9	8	28	28
CRFR2-BP antag	4	2	8	16	20	-24	-9	7
CRFR2-BP ag	-1.6	-1.3	4.2	-1.2	-1.8	5.1	0.9	3.2
MEKK3 PB1 HTS	104	·	87	101	111	106	98	102
GalR3 antag	-1	-5	-4	-7	-6	7	-4	-14
IDE inh	-8	5	3	6	2	6	1	1
pCIP destab	-2	·	-6	2	-12	0	-9	-5
M4 PAM	7	-7	-1	4	2	3	0	-2

9	CCOC(=O)Cn1c(=O)c(F)cn(Cc2ccc(OC)c([N+](=O)[O-])c2)c1=O
10	Cc1ccc(CNn2cn[nH]c2=S)cc1
11	CCN1CCN(CCC(=O)Nc2ccc(F)c(F)c2)CC1
12	COCCNC(=O)C(c1ccc(C)cc1)N(Cc1ccco1)C(=O)CCC(=O)Nc1ccccn1 (stereo unspecified)
13	COc1ccc([N+](=O)[O-])cc1NC(=O)c1ccccc1SC
14	COc1ccc2[nH]cc(CCNS(=O)(=O)c3ccccc3)c2c1
15	Cc1ccc(S(=O)(=O)N2CCN(C(=O)c3cc(S(=O)(=O)N(C)C)ccc3N3CCCC3)CC2)c(C)c1
16	Cn1c(Cl)cnc1C(O)c1ccccc1 (stereo unspecified)
entry no.	9	10	11	12	13	14	15	16
IDE act	3	4	4	4	7	4	-4	0
PHOSPHO1 inh	24	·	19	2	-12	20	·	12
CRFR2-BP antag	7	0	2	12	100*	-4	-12	0
CRFR2-BP ag	-0.6	-4.3	2.2	1.8	-7.1	-0.8	-0.8	0.2
MEKK3 PB1 HTS	102	·	110	101	117	99	·	101
GalR3 antag	-3	1	-9	-7	1	0	-5	-9
IDE inh	·	10	1	-1	-1	3	·	5
pCIP destab	10	·	4	-12	2	-23	·	-6
M4 PAM	-2	-16	4	0	10	2	-10	3

17	CC1Oc2ccccc2C=C1C1/C(=C(/O)c2ccccc2)C(=O)C(=O)N1CCCN(C)C (stereo unspecified)
18	COC(=O)c1ccc(N=NN2CCCCCC2)cc1
19	CCOc1ccc(NC(=O)CN(C)C(=O)Cn2c(=O)oc3ccccc32)cc1OCC
20	COC(=O)/C(=C1/Oc2ccc(C)cc2S1)C(F)(F)F
21	COc1ccc(CN2C(=O)[C@H]3Cc4c([nH]c5ccccc45)C(C)(C)N3C2=O)cc1
22	NC(=O)NC(CC(=O)NCCc1ccc(S(N)(=O)=O)cc1)c1ccccc1Cl (stereo unspecified)
23	O=C1CCC(C(=O)N(Cc2cccs2)C2(C(=O)NC3CCCCC3)CCCCC2)N1 (stereo unspecified)
24	Nc1ccnc(=O)[nH]1
entry no.	17	18	19	20	21	22	23	24
IDE act	-2	5	2	6	1	1	1	7
PHOSPHO1 inh	21	12	·	6	·	12	20	·
CRFR2-BP antag	3	16	-2	9	-4	10	-8	4
CRFR2-BP ag	-0.2	-0.2	0.5	1.4	0.7	3.0	3.1	0.3
MEKK3 PB1 HTS	93	103	·	101	102	96	90	·
GalR3 antag	-1	0	-4	-1	-4	-3	-5	·
IDE inh	3	0	3	3	4	4	1	3
pCIP destab	-1	4	·	-5	·	-1	-9	·
M4 PAM	6	8	-3	8	-6	9	1	1

25	CC(=O)NC(NC(C)=O)c1cccc(OCc2ccccc2)c1
26	N#C/C(=N\Nc1ccc(S(=O)(=O)N2CCOCC2)cc1)C(N)=S
27	CCOC(=O)Nc1c(C(=O)OC)[nH]c2cccc(OC)c12
28	COC(=O)c1c(NC(=O)c2ccco2)sc(C)c1C
29	COc1cc(C)c(/C=C/C(C)=C/C=C/C(C)=C/C(=O)O)c(C)c1C
30	CC(=O)Nc1ccc(C(=O)N(C)c2ccccc2)cc1
31	Cc1nc(NC(=O)c2ccccc2O)sc1C
32	COc1ccccc1OCC(=O)Nc1ccccn1
entry no.	25	26	27	28	29	30	31	32
IDE act	4	5	1	-4	1	4	1	5
PHOSPHO1 inh	-3	42	14	-6	·	-12	14	-2
CRFR2-BP antag	-1	-3	-3	-6	20	-7	-17	8
CRFR2-BP ag	1.0	-1.1	-1.4	1.6	-0.2	-1.2	1.8	-1.4
MEKK3 PB1 HTS	93	93	97	105	105	99	104	94
GalR3 antag	-5	1	-2	-6	·	5	-10	-2
IDE inh	4	9	0	2	-2	3	2	0
pCIP destab	-4	-7	2	-2	·	-4	-8	-4
M4 PAM	-1	13	4	11	4	-1	2	-1

33	Cc1ccc(OCC(=O)n2nc(C)cc2C)c(Br)c1
34	CC12CN3CC(C)(CN(C1)C3c1ccc3c(c1)OCO3)C2O (stereo unspecified)
35	CNC(=O)COC(=O)c1ccccc1C(=O)c1ccc(Cl)c([N+](=O)[O-])c1
36	CCCCn1nc(NS(=O)(=O)c2cccc3nonc23)c2cc3cccc(C)c3nc21
37	O=C(NC(Cc1ccc(O)cc1)C(=O)O)c1ccc2c(c1)OCO2 (stereo unspecified)
38	COC(=O)c1ccccc1NC(=O)CSc1nc2ccsc2c(=O)n1CCCCC(=O)O
39	CC1(C)CC(=O)/C(=C(\O)Cc2ccccc2)C(=NCCCCCC(=O)O)C1
40	COc1ccc(COC(=O)c2ccc(S(=O)(=O)N3CCC(C)CC3)cc2)cc1
entry no.	33	34	35	36	37	38	39	40
IDE act	-1	3	4	1	3	·	-1	4
PHOSPHO1 inh	-26	32	28	40	·	·	4	36
CRFR2-BP antag	-12	38	44	15	2	45	9	-31
CRFR2-BP ag	-0.2	-0.5	0.6	-1.4	-1.3	4.2	0.0	24
MEKK3 PB1 HTS	106	67	102	100	·	·	106	100
GalR3 antag	-3	-6	-10	0	-2	-3	-11	-1
IDE inh	3	-3	·	-3	0	·	-1	·
pCIP destab	-6	6	-8	-7	·	·	-1	-14
M4 PAM	8	5	-2	0	9	4	16	2

41	Cc1ccccc1NC(=S)N1CCC(C(=O)c2ccc(F)cc2)CC1
42	CCOC(=O)C1C(C(=O)OC)=C(c2ccc(OC)cc2)c2ccccc2N1S(=O)(=O)C(F)(F)F (stereo unspecified)
43	CCn1c(SCC(=O)c2ccccc2)nnc1-c1cccnc1
44	COc1ccc(-n2c(SCC(=O)NCc3cccs3)nnc2-c2ccoc2C)cc1
45	CC(=O)Nc1nonc1-c1nc2ccccc2n1CC1CC1
46	CCN(CC)C(=O)CSc1nc2c(sc(=S)n2-c2ccccc2)c(=O)n1-c1ccc(OC)c(OC)c1
47	Cn1c(=NC(=O)CSCC(=O)N2CCOCC2)sc2ccccc21
48	O=C(CSCc1ccccc1Br)N/N=C/c1ccc2c(c1)OCO2
entry no.	41	42	43	44	45	46	47	48
IDE act	4	6	5	4	1	-6	4	0
PHOSPHO1 inh	-26	·	19	15	5	13	-1	4
CRFR2-BP antag	-5	9	-2	-4	-7	10	1	-33
CRFR2-BP ag	1.0	-4.6	-1.8	-0.2	-1.1	-2.3	-1.4	-2.4
MEKK3 PB1 HTS	97	·	92	·	102	102	116	95
GalR3 antag	-7	-5	-5	0	-3	-8	-3	-9
IDE inh	6	·	0	0	2	2	-2	1
pCIP destab	-7	·	-14	-12	-12	-4	-6	0
M4 PAM	-1	1	0	5	5	-3	-1	-14

49	CCCCCNC(=O)Cc1ccc(S(=O)(=O)N2CCOCC2)s1
50	CN(C)CCCNC(=O)C[C@H]1C[C@H](C(=O)N2CCCCC2)[C@@]2(C)c3[nH]c4cc(CCC(=O)N(C)C)ccc4c3CCN2C1=O
51	Cc1cc(C(=O)CN2C(=O)NC3(CCCc4sccc43)C2=O)c(C)n1-c1ccc(Cl)cc1 (stereo unspecified)
52	COc1ccc(NCC(=O)N/N=C/c2ccc3c(c2)OCCO3)cc1
53	CCCCCCCC(=O)OCC(O)CO (stereo unspecified)
54	CC(C)C1C(=O)N(Cc2cn(CC3CCCCC3)nn2)CCS(=O)(=O)N1Cc1ccc(-c2ccc(F)cc2)cc1 (stereo unspecified)
55	COc1ccc(S(=O)(=O)NCC2CCC(C(=O)NCc3ccco3)CC2)cc1 (stereo unspecified)
56	CCc1ccc(NC(=S)N2CCN(c3cccc(OC)c3)CC2)cc1
entry no.	49	50	51	52	53	54	55	56
IDE act	-4	4	-2	-2	3	·	3	0
PHOSPHO1 inh	·	·	2	-4	6	·	16	48
CRFR2-BP antag	11	-8	-9	4	6	14	4	8
CRFR2-BP ag	0.1	-1.1	0.0	-1.0	0.1	-2.3	1.5	-1.0
MEKK3 PB1 HTS	·	·	101	102	59	·	97	96
GalR3 antag	-3	-6	-5	-1	·	-2	5	-10
IDE inh	-3	·	1	-2	0	·	-2	0
pCIP destab	·	·	-12	-23	-2	·	-4	-13
M4 PAM	9	1	-6	6	0	-3	10	-8

57	COc1ccc(CN2C(=O)C(CC(=O)NCCN3CCOCC3)CC(C(=O)N(C(C)C)C(C)C)=C2C)cc1 (stereo unspecified)
58	Cc1ccc(CCNC(=O)c2cc(-c3ccncc3)nc3ccc(S(=O)(=O)N4CCOCC4)cc23)cc1
59	CCC(=O)N/C=C/n1cnc2cc(C(F)(F)F)ccc21
60	O=C(NCC(=O)N(CC1CCCO1)C(C(=O)NC1CCCCC1)c1ccc(F)cc1)c1ccco1 (stereo unspecified)
61	Cc1ccc(-c2ccc(CN3C(CC(C)C)C(=O)N(Cc4cn(CC5CCCCC5)nn4)CCS3(=O)=O)cc2)cc1 (stereo unspecified)
entry no.	57	58	59	60	61
IDE act	·	10	0	8	·
PHOSPHO1 inh	·	44	-8	1	·
CRFR2-BP antag	36	11	-58	7	-19
CRFR2-BP ag	-2.2	-1.2	0.2	0.3	0.0
MEKK3 PB1 HTS	·	101	106	98	·
GalR3 antag	-3	1	-4	-5	-7
IDE inh	·	4	-5	-5	·
pCIP destab	·	-12	-5	-4	·
M4 PAM	1	2	0	1	2

Some of these compounds in order of the GalR3 antag value, falling.
item	Compound	IDE act	PHOSPHO1 inh	CRFR2-BP antag	CRFR2-BP ag	MEKK3 PB1 HTS	GalR3 antag	IDE inh	pCIP destab	M4 PAM
17	CC1Oc2ccccc2C=C1C1/C(=C(/O)c2ccccc2)C(=O)C(=O)N1CCCN(C)C (stereo unspecified)	-2	21	3	-0.2	93	-1	3	-1	6
60	O=C(NCC(=O)N(CC1CCCO1)C(C(=O)NC1CCCCC1)c1ccc(F)cc1)c1ccco1 (stereo unspecified)	8	1	7	0.3	98	-5	-5	-4	1
12	COCCNC(=O)C(c1ccc(C)cc1)N(Cc1ccco1)C(=O)CCC(=O)Nc1ccccn1 (stereo unspecified)	4	2	12	1.8	101	-7	-1	-12	0

Screens as filed in PubChem BioAssay.
